# Screening results from PubChem.
# Apoferritin bind: qHTS Assay for Identification of Novel General Anesthetics; Ferritin light chain (Equus caballus), P02791; actives 0.074% (n = 350,000); Potency, µM (highest dose often 77.5 µM), for inactives: at the highest dose activity change, negative = displacement, most hits filed as inhibitors; apoferritin/1-aminoanthracene competitive binding, fluorescence; also: potency is read from the fitted curve at half-maximal effect; % is scaled to controls: 0 for no effect and ±100 for the full control effect; nearly all actives have a fitted effect of over 20% in size
# Target sequence (P02791 2-175 limits assumed): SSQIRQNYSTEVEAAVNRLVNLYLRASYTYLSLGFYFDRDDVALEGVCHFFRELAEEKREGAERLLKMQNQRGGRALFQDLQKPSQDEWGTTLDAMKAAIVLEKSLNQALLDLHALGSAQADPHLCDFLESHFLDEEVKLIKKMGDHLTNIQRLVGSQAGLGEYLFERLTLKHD
#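 Concentration-response curves derived by four-parameter Hill fitting of normalized fluorescence, where compounds displaced 1-AMA from 10 uM horse apoferritin following a brief 10 min room-temperature incubation; propofol titration acted as positive control.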
# RGS4 inhibitor: Inhibitors of Regulator of G Protein Signaling (RGS) 4: qHTS. Transcreener GDP fluorescence polarization, RGS4-accelerated GTP hydrolysis. Potency, µM (highest dose often 114 µM), for the others: at the top dose activity change, negative = inhibition, usual class: inhibitors. actives 0.039% (n = 390,000). AID 504845, 2011; also: potency is read from the fitted curve at half-maximal effect; % is scaled to controls: 0 for no effect and ±100 for the full control effect; nearly all actives have a fitted effect of over 75% in size; some results filed as inactive show a strong effect at the top dose
#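 MLSMR compounds (23 nl, pin-transferred) preincubated 10 min at room temperature with a 500nM (2x) first reagent, then RGS4 at 900nM (2x) plus Transcreener GDP mix added; fluorescence polarization (620/688 nm) read before and after 90 min at 30 °C.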
# 12-LOX inh: Primary qHTS assay for inhibitors of human arachidonate 12S-lipoxygenase (ALOX12): Round 2. Polyunsaturated fatty acid lipoxygenase ALOX12 (Homo sapiens), P18054. purified 12hLO, xylenol orange hydroperoxide absorbance. Potency, µM (highest dose often 108 µM), inactives show at the highest dose activity change, negative = inhibition, hits mostly inhibitors. actives 1.1% (n = 580,000). AID 1671190, 2021; also: potency is read from the fitted curve at half-maximal effect; % is scaled to controls: 0 for no effect and ±100 for the full control effect
#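 Purified human 12hLO at 150 nM in 25 mM Hepes, 0.01% Triton X-100, pH 7.0, preincubated 15 min at room temperature with compound. Reaction started with 40 uM arachidonic acid, 30 min at room temperature. Hydroperoxide measured by Fe-xylenol orange, 573/405 nm absorbance ratio.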
# APE1 inh: qHTS Assay for Inhibitors of the Human Apurinic/apyrimidinic Endonuclease 1 (APE1). actives 0.35% (n = 350,000). recombinant APE1, TAMRA/BHQ-2 abasic DNA cleavage fluorescence. Potency, µM (series often up to 65.8 µM), without a hit: at the top dose activity change, negative = inhibition, actives largely listed as inhibitors. DNA repair nuclease/redox regulator APEX1 (Homo sapiens), P27695. AID 2517, 2012;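 also: potency is read from the fitted curve at half-maximal effect; plate controls were vehicle for no effect and reference inhibitor for full effect; nearly all actives have a fitted effect of over 55% in size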
#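 Substrate: short duplex with […] THF abasic site, 5'-TAMRA and 3'-BHQ-2, 50 nM final. APE1 at 0.75 nM, preincubated 15 min RT with compound. Fluorescence increase from first to third read measured activity.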
# ERG Ets-DNA blk: qHTS for Small Molecule Inhibitors of the ERG Ets/DNA interaction; fluorescence polarization, His-ERG Ets domain / labelled DNA; Potency, µM (top dose mostly 76.9 µM), without a hit: top-dose FP activity, negative = inhibition, most hits filed as inhibitors; AID 624246, 2012; actives 0.028% (n = 370,000); Transcriptional regulator ERG (Homo sapiens), P11308; active = well fitted inhibition curve with a large enough effect in the polarisation, with a control signal flat; inconclusive = small, poorly fitted or top-dose-only effect, or effect the other way, or a change in a side signal; inactive = no such curve, though single readings can be large or run the other way; the % refers to the polarisation;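 also: polarization taken with two DNA probes labelled with fluorescein and Texas red; potency is read from the fitted curve at half-maximal effect; % of control where 0% means no effect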
#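 His-tagged ERG Ets domain (1 uM in the protein solution; 300mM KCl, 50mM Tris-HCl, 1mM EDTA, 1mM DTT, pH 7.5) received compound, then a probe mix of 5 nM fluorescein-DNA and 100nM Texas-615-DNA. Fluorescence polarization was read for both dyes.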
# Pol beta inh: qHTS Assay for Inhibitors of DNA Polymerase Beta. P06746. AID 485314, 2010. Potency, µM (titrated, usually from 114 µM), without a hit: top-dose activity change, negative = inhibition, actives largely listed as inhibitors. Pol beta primer extension/strand displacement, fluorescence kinetic. actives 1.3% (n = 340,000); also: potency is read from the fitted curve at half-maximal effect; % is scaled to controls: 0 for no effect and ±100 for the full control effect
#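 Pol beta (10 nM) and compounds were preincubated 15 min at room temperature, then 50 nM substrate (final) started primer extension/strand displacement. Reads were taken at 0 and 10 min; concentration-response data were fitted to a four-parameter Hill equation.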
# POLK inh: qHTS for Inhibitors of Polymerase Kappa; purified Pol kappa, fluorescent DNA synthesis assay, 10 min; Potency, µM (doses to about 107 µM), inactives show at the top dose activity, negative = inhibition, actives largely listed as inhibitors; actives 0.53% (n = 400,000); AID 588579, 2011; also: potency is read from the fitted curve at half-maximal effect; % is scaled to controls: 0 for no effect and ±100 for the full control effect
# Target sequence (Q9UBT6 whole entry, looked up): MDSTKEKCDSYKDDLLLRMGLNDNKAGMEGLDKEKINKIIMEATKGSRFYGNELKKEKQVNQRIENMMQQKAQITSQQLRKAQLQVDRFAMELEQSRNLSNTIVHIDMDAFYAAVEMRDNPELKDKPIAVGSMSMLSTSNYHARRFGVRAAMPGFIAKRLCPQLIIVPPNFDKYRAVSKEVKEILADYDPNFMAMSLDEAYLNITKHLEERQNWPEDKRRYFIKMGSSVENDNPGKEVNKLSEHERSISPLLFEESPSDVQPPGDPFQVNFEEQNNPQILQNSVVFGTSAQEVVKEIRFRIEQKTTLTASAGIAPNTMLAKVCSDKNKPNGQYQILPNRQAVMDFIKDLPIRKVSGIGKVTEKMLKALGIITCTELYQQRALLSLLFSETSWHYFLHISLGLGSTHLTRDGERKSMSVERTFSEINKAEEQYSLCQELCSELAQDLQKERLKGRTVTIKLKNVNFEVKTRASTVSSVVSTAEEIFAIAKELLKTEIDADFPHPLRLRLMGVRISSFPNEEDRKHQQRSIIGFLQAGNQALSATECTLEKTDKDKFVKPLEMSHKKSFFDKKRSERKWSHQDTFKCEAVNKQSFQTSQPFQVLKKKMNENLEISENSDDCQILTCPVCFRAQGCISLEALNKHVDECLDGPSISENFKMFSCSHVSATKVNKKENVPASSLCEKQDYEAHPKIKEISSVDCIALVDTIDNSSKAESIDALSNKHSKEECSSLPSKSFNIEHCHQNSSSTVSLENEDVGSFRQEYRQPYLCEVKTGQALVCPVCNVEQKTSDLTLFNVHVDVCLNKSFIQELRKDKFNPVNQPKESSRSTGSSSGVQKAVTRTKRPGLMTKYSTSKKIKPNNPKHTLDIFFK
#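 Activity was followed as the change in fluorescence between reads at 0 and 10 min after starting the reaction with 50 nM substrate. Beforehand, 10 nM polymerase had been preincubated with compound for 15 min at room temperature.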
# LDHA inh: qHTS assay for inhibitors of human lactate dehydrogenase | activity change, % (values are at about 110 or 230 µM) | AID 1347041, 2019 | L-lactate dehydrogenase A chain (Homo sapiens), P00338 | actives 0.15% (n = 480,000) | purified LDHA, NADH/diaphorase-resazurin fluorescence; active compounds read low; in the data active = activity change below about -30%; inconclusive = mostly about -25% to -30%;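 also: plate controls were DMSO wells for no effect and wells without enzyme for full effect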
#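 Remaining NADH was detected by diaphorase (0.133 mg/mL) converting 37 µM resazurin to fluorescent resorufin, read at 0 and 20 minutes. The preceding 5-minute room-temperature reaction used 2 nM LDHA, 0.2 mM sodium pyruvate and 0.06 mM NADH at pH 7.4.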
# Pol eta inh: qHTS for Inhibitors of Polymerase Eta. DNA polymerase eta (Homo sapiens), Q9Y253. recombinant Pol eta, fluorescent DNA replication assay. Potency, µM (series often up to 114 µM), for inactives: at the highest dose activity change, negative = inhibition, most hits filed as inhibitors. actives 1.2% (n = 390,000); also: potency is read from the fitted curve at half-maximal effect; % is scaled to controls: 0 for no effect and ±100 for the full control effect
#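 Fluorescent replication assay: 50 nM final substrate added after a 15 min room-temperature compound preincubation with 10 nM enzyme. Signal taken at 0 min and again at 10 min.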
# An asterisk follows results filed as active; ? = inconclusive; nt = no result given; [ ] = another dose, or the depositor's remark. Unless noted, calls follow the shape of the dose curve; as a rule, active = well fitted curve in the direction sought with a large enough effect; inconclusive = small, poorly fitted or top-dose-only effect, or another doubt; inactive = no such curve, though single readings can be large; an effect the other way counts as inactive or inconclusive. An excerpt; rates above refer to the full screens.
Molecule	Apoferritin bind	RGS4 inhibitor	12-LOX inh	APE1 inh	ERG Ets-DNA blk	Pol beta inh	POLK inh	LDHA inh	Pol eta inh
CCCc1nnc(SCC(=O)Nc2ccc(Cl)cc2Cl)o1	-0.6%	-11.9%	?	85.6%[activator]	-0.5%	2.3%	-0.9%	-1.9	-8.9%
CCN(CC)CCNC(=O)c1ccc(NC(=O)c2cccc(S(=O)(=O)Nc3ccc(C)cc3)c2)cc1	?	-12.6%	?	1.0%	6.0%	17.0%	-9.1%	-4.7	-12.6%
O=C(CNC(=O)c1ccc(-c2ccccc2)cc1)OCc1ccc(Br)cc1	-9.5%	2.4%	-10.5%	3.5%	-0.6%	0.7%	-2.4%	1.0	22.4µM*
CCOC(=O)CSc1nc2cc(OCC)ccc2cc1C#N	-4.6%	18.0%	-20.2%	-4.8%	-1.2%	-26.0%	-10.9%	0.0	2.4%
CN1CCN(C(=O)Nc2cccc(-c3ccccc3)c2)CC1	-7.1%	19.5%	4.9%	15.1%	3.6%	57.4%	-8.6%	-5.1	-0.6%
CC(Cc1ccccc1)N1C(=O)c2cccc([N+](=O)[O-])c2C1=O (centres undefined)	5.6%	0.7%	8.7%	-9.1%	-3.1%	3.7%	-14.6%	0.4	-15.6%
COc1cc(-n2nnnc2SC)c(OC)cc1Cl	-6.5%	13.7%	-2.1%	-6.1%	2.7%	-4.9%	-6.8%	-0.5	20.8%
COc1ccc(Cn2c(SCc3ccc(C(=O)NCc4ccccc4F)cc3)nc3cccnc32)cc1	-11.6%	0.3%	-2.5%	nt	-0.6%	29.4%	3.8%	-1.0	-6.9%
Cc1noc(C)c1COC(=O)c1cc2ccccc2cc1O	8.2%	-2.2%	20.5%	17.1%	nt	-1.2%	-8.0%	9.2	-9.4%
O=C1CCC(=O)N1c1ccc(NC2CCN(Cc3ccccc3)CC2)c([N+](=O)[O-])c1	-0.9%	3.4%	-11.0%	-2.6%	-13.8%	3.3%	-12.5%	-11.5	-14.3%
O=C(O)c1ccc(CN2C(=O)c3ccc(Oc4ccc([N+](=O)[O-])cc4)cc3C2=O)cc1	-4.3%	9.8%	-3.8%	-2.9%	8.3%	-20.2%	-21.9%	-4.0	0.6%
Nc1nc(NCc2ccccc2)nc(NCc2ccccc2)c1[N+](=O)[O-]	3.6%	7.6%	1.6%	-1.6%	-7.8%	78.6%	3.3%	-6.2	-12.4%
COc1ccc(CC(=O)Nc2ccc3c(c2)CCC3)cc1	2.5%	4.2%	-11.9%	4.5%	2.1%	-1.5%	-0.2%	-3.2	-14.2%
O=C(CSCc1ccc(Cl)cc1)Nc1ccc(S(=O)(=O)N2CCOCC2)cc1	?	-9.7%	-19.2%	-9.4%	-3.5%	17.4%	-3.6%	4.6	-16.0%
S=C(NCc1cccnc1)Nc1cccc(Cl)c1	5.8%	-34.3%	-23.6%	1.4%	-14.4%	20.4%	-14.0%	-6.7	-9.3%
O=C(CCC1CCCN(C(=O)Cc2ccc(F)cc2)C1)N1CCN(c2ccccn2)CC1 (centres undefined)	-8.2%	-23.0%	58.7%[activator]	3.0%	-4.8%	52.3%	-2.9%	-1.8	-19.3%
O=C(Nc1ccc(S(=O)(=O)N2CCCC2)cc1)C1CCCN1C(=O)c1cccs1 (centres undefined)	-2.3%	-28.6%	-2.2%	32.9%	-0.1%	13.5%	-9.5%	-4.6	-22.4%
O=C(COc1ccc2c3c(c(=O)oc2c1)CCC3)NCc1ccncc1	-6.7%	-14.6%	8.0%	33.2%	5.9%	?	-13.5%	-1.5	3.7%
COc1ccccc1/C=C1\SC(=S)N(CCC(=O)N2CCCCC2CCO)C1=O (centres undefined)	-7.4%	-3.1%	-17.2%	-2.8%	-18.3%	2.5%	1.6%	4.1	-4.8%
CSc1ncc(Cl)c(C(=O)Nc2c(C(=O)c3ccc(C)c(F)c3)oc3ccccc23)n1	5.5%	17.4%	-13.0%	nt	-0.3%	9.9%	11.1%	-0.6	-14.9%
CNC(=O)C1=C(C)n2c(nc3ccccc32)NC1c1ccc(OC)cc1 (centres undefined)	-0.1%	26.0%	10.2%	0.6%	-3.3%	1.3%	-24.3%	-2.5	-5.3%
CCOc1ccc2c(c1)n(CO)c(=S)n2CO	-4.9%	-17.7%	-24.2%	-7.2%	-2.9%	-21.3%	-3.9%	0.9	5.5%
CN(C)S(=O)(=O)NC(c1ccccc1)c1ccccc1	-6.1%	-4.2%	-6.8%	1.5%	-3.3%	3.3%	-13.7%	-11.5	-16.3%
Cc1ccccc1N(CC(=O)NC(C)(C)C)C(=O)CCC(=O)Nc1nccs1	5.3%	-21.1%	-1.1%	0.6%	-11.9%	?	5.0%	0.9	-8.0%
Cc1nnc(SCc2ccc3c(c2)OCO3)s1	?	-10.5%	12.5%	4.8%	6.6%	2.6%	-14.4%	-9.5	3.6%
COc1ccc(CNC(=O)CN(C(=O)CCC(=O)Nc2nccs2)c2ccc(C)cc2)cc1	-5.5%	0.7%	0.4%	2.8%[12.4 µM]	-2.2%	37.6%	-3.8%	-8.5	5.4%
COC(=O)CSc1[nH]c(=O)cc(C)c1C#N	-7.3%	-10.2%	-9.3%	-1.8%	6.3%	1.9%	-19.5%	-5.3	-1.5%
Cc1cccc(N2CCN(C(=O)Cn3sc4nc(C)cc(C)c4c3=O)CC2C)c1 (centres undefined)	-19.2%	-114.2%	nt	2.5%	-12.8%	-0.2%	-3.0%	-2.8	-11.6%
CCCn1cc([C@@H]2C[C@H]3CN(Cc4cccc(Cl)c4)C(=O)[C@]34CCCN24)c(C)n1	-4.5%	-7.1%	-17.3%	-2.9%	3.7%	-27.8%	0.9%	-6.6	-0.5%
CCc1ccccc1NC(=S)N(CCN(C)C)C(C)c1ccco1 (centres undefined)	-8.4%	-11.2%	4.4%	3.0%	-0.8%	-30.0%	-1.5%	-1.5	-11.3%
O=C1c2ccccc2C(=O)C12OC2c1ccc(Cl)cc1Cl (centres undefined)	-3.9%	-52.7%	-3.3%	-0.2%	1.2%	29.8%	0.7%	-13.9	?
CC[C@@H](NC(=O)Cn1cc(C)c(=O)[nH]c1=O)c1ccccc1	nt	15.3%	10.5%	nt	-8.0%	nt	-7.2%	-13.9	-12.6%
Cc1occc1C(=O)NC(C)C1CCCO1 (centres undefined)	-1.4%	-15.2%	?	-2.2%	0.8%	?	0.0%	0.8	-15.1%
COc1ccc(N2CCN(C(=O)c3ccc4[nH]c(C)c(C)c4c3)CC2)cc1	10.5%	28.7%	10.6%	3.7%	4.3%	?	-11.4%	-8.7	-12.1%
CC(=O)Nc1ccc2c(c1)nc1n2CCN(C2CCCCC2)C1	0.5%	?	-0.9%	-4.1%	-2.4%	3.2%	-5.9%	-6.0	2.2%
COc1cc(C(=O)NCC(c2ccco2)N2CCOCC2)cc(OC)c1OC (centres undefined)	nt	-5.7%	-3.7%	8.5%	9.2%	nt	-8.1%	-4.8	0.7%
Cc1c(S(=O)(=O)Nc2cccc3ccccc23)c(=O)n(C)c(=O)n1C	nt	-2.1%	?	3.3%	-3.1%	nt	-4.3%	-6.8	-17.6%
COc1cc2c(cc1O)CCN(C(=O)c1ccco1)C2C (centres undefined)	1.0%	-14.1%	-14.1%	-5.7%	-8.8%	1.8%	-5.1%	6.3	-4.8%
COc1ccccc1C1CC(=O)NC(SCC(=O)Nc2ccccc2)=C1C#N (centres undefined)	-17.8%	8.4%	?	-3.7%	5.3%	-11.0%	-17.1%	-6.9	-13.6%
COc1ccc(CCNC(=O)c2cc3c(=O)n4ccccc4nc3n2C)cc1	122.2%[activator]	8.7%	0.0%	nt	-9.2%	?	-7.5%	-8.3	-3.3%
CCc1cccc(NC(=O)CN2CCCN(Cc3cccc(C)c3)S2(=O)=O)c1	10.4%	9.8%	?	nt	5.8%	4.5%	-9.5%[60.1 µM]	1.2	?
CCCCCC(=O)NN=C1CCN(Cc2ccccc2)CC1	-2.1%	6.9%	-6.3%	-0.7%	-1.9%	29.1%	0.6%	-8.3	-19.9%
COc1ccccc1NC(=O)C(C)OC(=O)CSCC(=O)Nc1ccc(C)cc1C (centres undefined)	nt	13.9%	270.3%[activator]	-3.7%	9.0%	nt	-7.1%	-5.0	-17.8%
